# Statin myotox sup: suppression of simvastatin myotoxicity; 330,000 compounds, 0.78% hits; AID 602340; rescue of ATP level, % at 7.49 µM; C2C12 myotubes + simvastatin, ATP luminescence, 48 h; scaled: DMSO 0, geranylgeraniol control 100;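 active = mean ATP rescue above about 67%, or every replicate alone reaching that limit, limit read from the data, passing the limit was not always enough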;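 note: myotubes were challenged with 10 µM simvastatin during compound exposure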
# SIRT5 inh: sirtuin-5 (human) deacylase inhibition | Q9NXA8 | Purified SirT5, succinyl-peptide AMC, trypsin-coupled fluorescence | inhibition, % at 15 µM | 330,000 compounds, 1.1% hits; in the data active = inhibition above about 15%
# Target sequence (Q9NXA8 whole entry, looked up): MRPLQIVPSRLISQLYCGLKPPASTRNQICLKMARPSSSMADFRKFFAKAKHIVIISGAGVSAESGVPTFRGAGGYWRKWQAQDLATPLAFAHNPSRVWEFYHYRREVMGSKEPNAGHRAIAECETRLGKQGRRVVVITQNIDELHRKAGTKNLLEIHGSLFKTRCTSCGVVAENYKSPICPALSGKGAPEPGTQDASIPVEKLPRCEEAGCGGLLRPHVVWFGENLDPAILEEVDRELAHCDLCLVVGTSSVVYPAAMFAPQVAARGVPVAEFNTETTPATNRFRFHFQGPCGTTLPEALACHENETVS
# PGC1a acetyl inh: modulators of PGC1a acetylation. AID 651687. inhibition, % at 15.6 µM. U2OS PGC1a acetylation, AlphaScreen anti-acetyl-lysine; with virally co-expressed GCN5 acetyltransferase. 350,000 compounds, 0.17% hits;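 active = every replicate shows inhibition of at least 40%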;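 note: 0% = neutral control wells and 100% = positive control wells; some results beyond the cut were filed as inactive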
# LGR2 antag: inhibitors of bursicon-induced Drosophila LGR2 receptor cAMP signaling | 380,000 compounds, 0.35% hits | inhibition, % at 9.99 µM | HEK293 LGR2, CRE-luciferase, bursicon-stimulated, 4 h;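 active = drop in luminescence signal, shown as inhibition above about 50% in the replicate tests, limit read from the data, passing the limit was not always enough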;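 note: agonist challenge used bursicon conditioned medium at about half maximal strength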
# S100A4 inh HTS: blocks human S100A4 binding to myosin IIA peptide. P26447. S100A4/TAMRA-MyoIIA peptide fluorescence polarization. inhibition, % at 10.7 µM. 360,000 compounds, 0.14% hits. AID 652163;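 active = mean inhibition of at least 70% across replicates, with every replicate also reaching that level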
# Target sequence (P26447 whole entry, looked up): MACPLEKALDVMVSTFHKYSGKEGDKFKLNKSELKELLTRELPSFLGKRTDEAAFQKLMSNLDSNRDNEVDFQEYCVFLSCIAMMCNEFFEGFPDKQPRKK
#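 Material: S100A4 monomer protein | Medium: HEPES pH 7.2 with CaCl2, KCl, NaCl, DTT, Triton | Reagent: Labelled myosin peptide probe, 5 nM | Doses: One dose per compound | Times: 5 min incubation before reading | Benchmarks: Neutral control DMSO, positive control TFP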
# XiGFP reactiv: reactivates the inactive X chromosome in mouse fibroblasts; 360,000 compounds, 0.055% hits; AID 743238; XiGFP mouse fibroblasts, % GFP-positive cells imaging, 3 d; cells co-treated with 5-aza-dC sensitizer; scaled so ellipticine positive control = 100%; activation, % at 7.58 µM;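 active = mean normalized replicate activation at least 10% and every replicate at or above 10%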;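 note: 0% = median of on-plate neutral control wells and 100% = ellipticine 6 µM median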
#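 Material: SV40-immortalized XiGFP fibroblast cells, line 68-5-11 | Buffer or medium: DMEM containing 5-aza-dC | Dosing: One concentration, pinned | Times: 3 d treatment, 15 min room-temperature fixation | Controls: Ellipticine 6 µM positive control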
# Cneo AK release: Cryptococcus neoformans lysis via adenylate kinase release; C. neoformans lysis, adenylate kinase release luminescence, 4 h; normalised: neutral wells 0, clomiphene wells 100; AID 651654; 360,000 compounds, 0.2% hits; lysis activity, % at 15 µM;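 active = mean lysis activity across replicates of at least 80%, whatever share of replicates individually reach that level; inactive = mean lysis activity below 80%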
#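 Assay system: log-phase C. neoformans yeast / Quantity: yeast cell density of 5 × 10^6 cells/mL / Medium: fresh YPD growth medium / Compound: single dose / Timing: static 4 h at 37 °C with compound, 1 h detection / Measured by: adenylate kinase release luminescence / Read-out: lysis from increased AK signal / Benchmarks: Clomiphene as positive lysis control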
# ERAP1 HTS inh: blocks human ERAP1 aminopeptidase activity; Q9NZ08; recombinant ERAP1, Leu-AMC fluorescence, 60 min; inhibition, % at 10.7 µM; 340,000 compounds, 0.15% hits;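 active = mean replicate inhibition of at least 30%, or all replicates individually reaching that 30% level; inactive = mean below 30% and not every replicate reaching it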;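 note: 0% = neutral control wells and 100% = L-leucinethiol positive control wells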
# * = called active by the depositor; x = not tested or not shown. The list is partial; the hit share may differ from the screen's.
SMILES,Statin myotox sup,SIRT5 inh,PGC1a acetyl inh,LGR2 antag,S100A4 inh HTS,XiGFP reactiv,Cneo AK release,ERAP1 HTS inh
OC1(c2ccccc2)CNCCc2ccccc21 (centres undefined),10,-2,-6,-1,-7,0.0,1,3
O=C(/C=C/c1ccccc1)N(Cc1cccs1)C1CCS(=O)(=O)C1 (centres undefined),11,1,8,0,-1,0.0,-6,13
CCOc1ccc(-c2cc(C(=O)NCc3ccc(C(F)(F)F)cc3)[nH]n2)c(C)c1,-3,x,-4,8,-1,0.0,-1,2
CN(C)CCCNC(=O)C(=O)Nc1ccc2c(c1)N(S(=O)(=O)c1cccs1)CCC2,0,-1,x,9,-3,0.4,1,-7
CC(C)Cc1nnc(NC(=O)C2CCCC2)s1,1,0,2,-9,3,0.0,1,-6
Cc1ccc(C)c(NC(=O)C(=O)NCc2ccccn2)c1,-4,x,-3,-48,6,0.4,-1,-4
O=C(Nc1ccc2c(c1)OCO2)c1cc(C2CCCCN2S(=O)(=O)c2ccccc2)on1 (centres undefined),-7,0,10,-14,1,0.3,4,-8
C=CCNC(=S)N(CC=C)C1CCS(=O)(=O)C1 (centres undefined),-11,x,8,-3,x,0.3,0,x
CCCNC(=O)N(C)C[C@@H]1Oc2cc(-c3ccccc3)ccc2S(=O)(=O)N([C@H](C)CO)C[C@@H]1C,22,-8,-15,-4,-7,0.9,2,2
Cc1cc(C(=O)COC(=O)c2ccc(Cl)c(S(N)(=O)=O)c2)c(C)n1C1CC1,-8,-1,x,-60,-2,0.1,-1,3
CC[C@H](C)[C@H](NC(N)=O)C(=O)Nc1ccc(S(=O)(=O)NC(C)C)cc1,3,-3,0,6,0,1.3,-3,x
Oc1ccc(/C=N/Nc2nc(-c3ccc(Cl)cc3)cc(C(F)(F)F)n2)cc1,10,-2,64*,x,3,-0.1,0,5
O=C(c1ccccc1)N1C[C@@H]2[C@H](c3ccccc31)[C@@H](CO)N2S(=O)(=O)c1ccccc1,1,-1,4,5,6,0.4,-3,3
CN(CC(=O)Nc1ccccc1C(F)(F)F)C(=O)c1ccc(-c2ccc(Cl)cc2)o1,14,-2,x,3,0,-0.1,5,2
COc1ccc2c3c(n(C)c2c1)[C@@H](CO)N(C(C)=O)CC31CCN(C(=O)C2CCOCC2)CC1,x,-3,5,-6,3,0.1,x,0
Cc1cccc(C2C3=C(CCCC3=O)N=C3c4ccccc4C(=O)C32)c1 (centres undefined),7,-5,-80,8,-1,0.3,x,5
COc1ccc(NC(=O)CSc2nnc(CNC(=O)c3cccs3)o2)c(OC)c1,6,0,-1,5,-2,0.6,5,-1
Cc1ccn(CC(=O)NC2CCCN(Cc3ccccc3F)C2)n1 (centres undefined),x,1,x,5,-1,0.1,x,1
COc1ccccc1NC(=O)CCc1nc2sc3c(c2c(=O)[nH]1)CCCC3,-15,1,x,6,-5,0.0,x,-1
Cc1cccc(NS(=O)(=O)c2cc(C(=O)NCCC3=CCCCC3)ccc2Cl)c1,-3,-1,-7,-2,1,x,1,-7
COc1ccc(Nc2nnc(C)c3ccccc23)cc1,10,-1,-57,-3,12,0.3,-12,0
COc1ccc(C(=O)c2[nH]c(N)c(C(=O)NCCc3c[nH]c4ccccc34)c2-c2c(F)cccc2Cl)cc1,x,-2,x,26,3,0.4,x,-4
C[C@H]1CN([C@@H](C)CO)C(=O)c2cc(NS(=O)(=O)c3ccc(F)cc3)ccc2O[C@H]1CN(C)S(=O)(=O)c1ccccc1,37,x,1,-5,x,-1.3,0,x
CC(=O)N1[C@@H]2Cn3c(ccc(-c4ccc(F)cc4)c3=O)[C@H]1[C@@H](C(=O)N(C)C)[C@@H]2CO,6,-29,x,-14,3,0.4,-2,-2
O=C(Nc1ccc(S(=O)(=O)NC2=NCCCCC2)cc1)c1ccc2ccccc2n1,2,-1,-8,-4,-13,-0.1,11,-6
CSC1=NCCN1C(=O)C(C)(C)Oc1ccc(Cl)cc1,-4,x,-15,8,1,0.0,1,1
CSc1ccccc1NC(=O)CN(C)CC(=O)Nc1ccc(Cl)cc1F,x,x,x,0,1,0.1,x,-1
Cc1ccc(CCN2C(Nc3ccccc3)=NC[C@@H]2C)cc1,6,2,1,0,-11,0.1,0,-1
Cc1cccc(OCC(=O)NC2CC(C)(C)NC(C)(C)C2)c1,-1,5,-4,-2,0,0.2,0,-1
C[C@@H]1CN([C@@H](C)CO)C(=O)c2cc(NC(=O)CCC(F)(F)F)ccc2O[C@@H]1CN(C)CC1CC1,-3,-3,x,16,-30,0.2,1,-1
Cc1cccc(NC(=O)CN(C)CC(=O)NC(c2ccccc2)c2ccccc2)c1C,4,-1,x,-4,-1,-0.1,-6,1
O=C(C[C@H]1CC[C@H]2[C@@H](COC[C@@H](O)CN2S(=O)(=O)c2ccc(F)cc2)O1)NCC1CC1,4,2,1,4,17,0.0,0,0
CCN1CCN(C(=O)Cn2cnc3sc(C)c(S(=O)(=O)N4CCN(c5ncccn5)CC4)c3c2=O)CC1,x,1,x,x,2,0.0,x,6
Cc1ccc(S(=O)(=O)Nc2ccc3c(c2)OCCO3)cc1C,11,-4,-9,26,6,0.0,x,-1
Cc1nnc(NC(=O)CSc2nc3ccccc3[nH]2)s1,x,-3,x,14,0,0.1,x,2
Cc1ccc(NC(=O)CSc2nnc(-c3ccco3)o2)cc1,x,-2,x,-5,0,0.3,x,7
Cc1nnc(NC(=O)CSc2ccc(-c3cccnc3)nn2)s1,x,-1,x,5,5,-0.2,x,-3
COc1ccc(COC(=O)CCc2c[nH]c3ccccc23)cc1F,x,0,-8,1,3,0.0,-5,2
Cc1cc(=O)n(C(C)Cc2ccccc2)n1C(C)Cc1ccccc1 (centres undefined),x,0,x,7,-1,0.1,x,-3
Cc1cccc(C)c1NC(=O)C(c1cc2ccccc2o1)N1CCC(c2ccccc2)CC1 (centres undefined),x,3,x,1,-2,0.1,x,x
O=C(C[C@@H]1C[C@H]2c3cc(NS(=O)(=O)c4ccc(F)cc4)ccc3O[C@H]2[C@H](CO)O1)NC1CCCC1,0,-4,-4,8,9,0.0,-2,-1
O=C(CCc1ccccc1Cl)Nc1ccc(S(=O)(=O)Nc2nccs2)cc1,-8,2,x,20,-2,0.0,-2,-1
CCC(=O)Nc1ccc2c(c1)C(=O)N(C)C[C@H](OC)[C@@H](C)CN(C(=O)c1cnccn1)[C@H](C)CO2,-11,-3,-10,3,11,-0.3,-3,0
C/C(=N\NC1=NCCN1)c1ccc(Cl)cc1,x,-4,x,4,-3,0.1,x,7
COc1ccc2c3c([nH]c2c1)[C@H](CO)N(Cc1ccccn1)CC31CCN(C(=O)CC2CC2)CC1,x,4,-4,-4,0,0.3,x,0

# A portion of the results above:
SMILES,Statin myotox sup,SIRT5 inh,PGC1a acetyl inh,LGR2 antag,S100A4 inh HTS,XiGFP reactiv,Cneo AK release,ERAP1 HTS inh
Cc1nnc(NC(=O)CSc2nc3ccccc3[nH]2)s1,x,-3,x,14,0,0.1,x,2
Cc1ccc(NC(=O)CSc2nnc(-c3ccco3)o2)cc1,x,-2,x,-5,0,0.3,x,7
Cc1nnc(NC(=O)CSc2ccc(-c3cccnc3)nn2)s1,x,-1,x,5,5,-0.2,x,-3
COc1ccc(COC(=O)CCc2c[nH]c3ccccc23)cc1F,x,0,-8,1,3,0.0,-5,2

# (continued)
SMILES,Statin myotox sup,SIRT5 inh,PGC1a acetyl inh,LGR2 antag,S100A4 inh HTS,XiGFP reactiv,Cneo AK release,ERAP1 HTS inh
CCc1nccn1CCC(=O)NC1CC(C)(C)Cc2c1cnn2-c1ccc(C)cc1 (centres undefined),-12,-2,2,-13,-2,-0.1,0,1
COc1ccc(C(=O)NC2CC3CCCC(C2)N3Cc2ccccc2)cc1 (centres undefined),-4,-2,8,-1,4,0.0,-1,-1
Cc1cc(NC(=O)C2CC(c3c(F)cccc3Cl)=NO2)n(-c2ccccc2)n1 (centres undefined),x,-5,x,-7,12,0.4,x,2
CSc1ccc(CN2CCc3c([nH]c4ccccc34)C2)cc1,1,-3,-2,2,-11,0.3,0,2
O=C(NC1CCCC1)C(c1ccncc1)N(C(=O)c1csnn1)c1ccc(Cl)cc1 (centres undefined),7,-5,x,0,-7,0.1,9,2
CCCNC(=O)N1[C@@H]2CN(C(=O)c3ccc(F)cc3)c3ccccc3[C@@H]2[C@@H]1CO,3,-1,9,15,0,0.1,56,3
Cc1ccccc1C(=O)NC1CC2CCC(C1)N2Cc1ccccc1 (centres undefined),x,-5,x,4,-10,0.0,x,4
C[C@H]1CN([C@@H](C)CO)C(=O)c2cccc(NS(=O)(=O)c3cccs3)c2O[C@@H]1CN(C)CC1CCCCC1,8,-7,x,-15,-12,-0.8,-4,0
CCS(=O)(=O)N1CCC(C(=O)NC2CCCCCCC2)CC1,0,x,2,6,x,x,3,x
Cc1c(NC(=O)C2CCCN(S(=O)(=O)c3cnc[nH]3)C2)c(=O)n(-c2ccccc2)n1C (centres undefined),0,x,5,17,11,0.1,-3,x
COc1cc(OC)c(OC)cc1/C=N/NC(=O)c1cnccn1,8,-1,12,5,10,0.0,x,2
CC(C)NC(=O)N(C)C[C@H]1Oc2ccc(NS(C)(=O)=O)cc2C(=O)N([C@H](C)CO)C[C@@H]1C,-19,8,14,x,4,-1.2,-3,2
CCCCn1c(N)c(N(CC(C)C)C(=O)CCC2CCCCC2)c(=O)[nH]c1=O,x,-2,-4,-8,1,0.4,1,1
C/C=C/c1ccc([C@@H]2[C@@H](CO)N(C(=O)CN(C)C)C23CN(C(=O)C2CCCCC2)C3)cc1,x,-1,9,9,0,0.0,x,-3
C[C@@H]1CN([C@H](C)CO)C(=O)c2cc(NS(=O)(=O)c3ccc(F)cc3)ccc2O[C@@H](C)CCCCO[C@H]1CN(C)Cc1ccccc1,x,-2,-10,-3,1,0.0,-2,-1
Cc1ccc(S(=O)(=O)CC(=O)Nc2ccc(F)c(F)c2F)cc1,x,-1,2,1,-17,0.0,1,2
Cc1ccc(C(=O)N(C)[C@H]2C[C@H]3c4[nH]c5c(-c6ccccc6)cccc5c4CCN3C(=O)[C@H]2[C@H](C)O)cc1,x,3,x,-28,0,-0.1,x,1
O=C(OCC(=O)N1CCCCCC1)c1ccc(F)cc1F,11,-5,9,-26,0,0.0,-2,-1
COCC(=O)N(C)C[C@@H]1Oc2ncc(C#C[C@H](C)O)cc2C(=O)N([C@H](C)CO)C[C@@H]1C,0,-4,9,25,-11,0.6,1,-2
C[C@@H]1CN([C@@H](C)CO)C(=O)c2cc(C#CC3(O)CCCC3)cnc2O[C@H]1CN(C)C(=O)CN(C)C,x,3,2,0,-9,-0.6,-3,-4
O=C(Nc1ncc2c(n1)CC(c1cccc(Cl)c1)CC2=O)c1ccco1 (centres undefined),-3,3,x,-4,2,0.0,6,3
O=C(c1ccc(N2CCCCC2)c([N+](=O)[O-])c1)N(c1ccccn1)c1ccccn1,5,2,6,-7,4,0.4,1,-1
CCCCCCCC(=O)NNC(=O)c1c(O)c2ccccc2n(CC)c1=O,x,-1,-5,15,-3,0.1,x,0
O=c1cnnc(N/N=C/c2ccc3c(c2)OCO3)[nH]1,-10,-2,-3,-2,-4,x,-1,x
Cc1cc2ccccn2c1C(=O)c1cccc([N+](=O)[O-])c1,x,-1,-8,-7,-3,-0.1,x,-3

# High-throughput results from PubChem BioAssay.
